Bcl-B TR3 displacers: displacers of TR3 peptide from Bcl-B, primary screen, selectivity assay for Bfl-1 inhibitor project, biochemical, fluorescence polarization; Bcl-2-like protein 10 (Homo sapiens); FP displacement of FITC-TR3 peptide from Bcl-B; higher % means a stronger effect; one-dose displacement, % at 20 µM; IC50 in µM for titrated hits; 96,000 compounds, 0.11% hits;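 active means displacement above 50% at 20 µM plus a fluorescence interference ratio under 1.5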;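 further: plate controls were wells without compound for no effect and wells lacking Bcl-B protein for full effect; a part of the inactive calls stands beside numbers as strong as those of hits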
NFkB transloc pot: enhancers of NFkB p65 translocation in HUVEC – imaging, IL-1B stimulus, high-content imaging, primary screen. HUVEC IL-1B NFkB p65 nuclear translocation imaging. activation, % at 2 µM. 94,000 compounds, 0.3% hits. AID 819, 2007;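 active means activation above 40%, about the mean plus 3 SD, also judged a hit on visual image review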;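 further: percent activation is computed from the nuclear over cytoplasmic p65 intensity ratio; values of inactives mirror those of a sister screen read the other way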
MRP reversal: reversal of MRP1-mediated doxorubicin resistance, primary screen, H69AR cells, doxorubicin co-treatment. H69AR cells + 2 uM doxorubicin, CellTiter-Glo, 72 h. differential viability (reversal), % at 10 µM. 85,000 compounds, 0.04% hits;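 active means viability drop by adding the cancer drug above about 55%, with treated viability meeting a 40% cutoff, limit read from the data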;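 further: viability without doxorubicin minus viability with 2 µM doxorubicin for each compound; larger differential means the compound sensitizes cells more to doxorubicin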
NFkB transloc inh: inhibitors of IL-1B driven NFkB p65 nuclear import, primary screen, imaging, HUVEC, IL-1B stimulus, high-content imaging; inhibition, % at 2 µM; AID 796, 2007; HUVEC IL-1B NFkB p65 nuclear translocation imaging; 94,000 compounds, 0.43% hits;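 active means inhibition above about 30% together with a positive call from visual inspection of the well image, limit read from the data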;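 further: nuclear over cytoplasmic p65 intensity ratio measured by imaging; 0% = IL-1B stimulated DMSO wells and 100% = unstimulated DMSO wells; values of inactives mirror those of a sister screen read the other way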
PLAP inhibition: PLAP enzyme inhibitors, biochemical, luminescence, HTS (AID 690); Alkaline phosphatase, placental type (Homo sapiens); purified PLAP, luminescent substrate; higher % means a stronger effect; inhibition, % at 20 µM; hits with a dose series show IC50 in µM; 96,000 compounds, 0.08% hits; in the data active means a potency from the dose series; inactive means the rest, 99 in 100 with inhibition below about 30%; further: strong numbers were not always called active
MRP reversal cytotoxicity: second read-out of MRP reversal, no call of its own (marks repeat the call); viability, %; H69AR cells, CellTiter-Glo, 72 h; measured here: cytotoxicity without doxorubicin
MRP reversal with doxorubicin: second read-out of MRP reversal, no call of its own (marks repeat the call); viability, %; measured here: viability with 2 uM doxorubicin; hits give low values
NFkB transloc inh cell count 2 µM: also measured in NFkB transloc inh; calls as there; cell count; measured here: cells passing quality filter;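 raw number of nuclei counted in each imaged well without normalization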
NFkB transloc pot cell count 2 µM: recorded beside NFkB transloc pot, whose call it bears; cell count; measured here: cells passing quality filter
* hit, by the source's call; / = no result given. This is a subset, so the mix of outcomes need not match the whole.

item	structure	Bcl-B TR3 displacers	NFkB transloc pot	NFkB transloc pot cell count 2 µM	MRP reversal	MRP reversal cytotoxicity
1	CCOc1c2c(nc3ccc(Cl)cc13)CCC2	1%	-5	122	3	89
2	COc1cnc(SCc2ccc(Cl)cc2Cl)nc1Cl	-3%	9	132	/	/
3	COc1ccccc1N1CCN(C(=O)CSc2nnc3n2C(C)(C)Cc2ccccc2-3)CC1	8%	1	109	-7	81
4	COc1ccc(-c2nc(-c3cccc(C(F)(F)F)c3)no2)cc1OC	4%	6	46	13	106
5	Cc1ccc(S(=O)(=O)N2CCN(S(=O)(=O)c3ccc(C)cc3)C2)cc1	2%	0	213	5	85
6	CC(C)c1ccc(-c2nc3c([nH]2)c(=O)n(C)c(=O)n3C)cc1	-9%	-2	105	-5	57
7	CC1=C(C(=O)OCc2ccccc2)C(c2ccc(N3CCOCC3)cc2)NC(=O)N1 (stereo not given)	-7%	16	95	11	96
8	C=CCN(CC=C)C(=S)NC(=O)c1ccc(OC)c(Br)c1	-5%	-1	148	/	/
9	CN1CCN(S(=O)(=O)c2ccc(-c3ccc(Cl)cc3)cc2)CC1	-5%	5	141	9	96
10	CN(C)CCNc1c2c(c(C#N)c3nc4ccccc4n13)CCCC2	9%	1	97	23	44
11	CCc1ccc2oc(=O)cc(CN3CCN(CCO)CC3)c2c1	-4%	-8	146	13	80
12	Cn1c(=O)c2c(nc(N3CCCCC3)n2C)n(C)c1=O	1%	5	119	/	/
13	CS(=O)(=O)c1ccc(N2CCN(C3CC(=O)NC3=O)CC2)cc1 (stereo not given)	-5%	13	163	6	100
14	Clc1cccc2sc(N3CCOCC3)nc12	/	14	134	-8	93
15	O=C(Nc1cccc(-c2nc3ccccc3o2)c1)c1ccc(N2C(=O)C3C4C=CC(C4)C3C2=O)cc1 (stereo not given)	-4%	10	187	-6	39

item	MRP reversal with doxorubicin	NFkB transloc inh	NFkB transloc inh cell count 2 µM	PLAP inhibition
1	87	6	122	8%
2	/	-9	132	15%
3	87	-1	109	-17%
4	92	-6	46	10%
5	80	0	213	-7%
6	63	2	105	-7%
7	86	-16	95	-48%
8	/	1	148	-28%
9	87	-5	141	8%
10	21	-2	97	-42%
11	68	8	146	-20%
12	/	-5	119	-8%
13	94	-13	163	19%
14	101	-14	134	/
15	44	-10	187	-2%

Additional entries follow.
item	structure	Bcl-B TR3 displacers	NFkB transloc pot	NFkB transloc pot cell count 2 µM	MRP reversal	MRP reversal cytotoxicity
16	CCOC(=O)C1CCN(c2c(N3CCN(Cc4ccccc4)CC3)c(=O)c2=O)CC1	-8%	-1	175	4	79
17	CCN(c1ccc2c(c1)OCO2)S(=O)(=O)c1cc(Br)cc2c1N(C(=O)C1CC1)CC2	0%	6	150	-13	60
18	CC(=O)c1cccc(-n2nnnc2SCC(=O)Nc2ccccc2N2CCCCC2)c1	-12%	9	75	-2	92
19	COc1ccc2nc(N3CCCC3)c(C#N)cc2c1	98%	-14	158	-4	95
20	CCCOc1ccc2oc(=O)c3c(c2c1)CCCN3C(=O)CN1CCc2ccccc2C1	-14%	-2	148	-35	40
21	CCc1nnc(N2C(=O)c3cccc4cccc(c34)C2=O)s1	-3%	/	/	-18	74
22	CC1CCN(Cc2cnc(Cl)s2)CC1	1%	-9	121	/	/
23	CCN(CC)C(=O)CN1CCN(c2ccccc2F)CC1	1%	7	114	-7	98
24	Cc1oc2cc3c(C(=O)N4CCCCC4)c(C)oc3cc2c1C(=O)N1CCCCC1	6%	4	108	3	92
25	CCOC(=O)Nc1cccc(OCC(=O)Nc2ccc(OC)cc2OC)c1	3%	-11	169	-6	70
26	CCOCCCN(C(=O)Nc1ccc(CC)cc1)C1CCN(C(C)=O)CC1	-11%	/	/	-2	84
27	Cc1nn(C)cc1CNC(=O)CCC(=O)O	-3%	2	127	-5	100
28	CCOc1c(Cl)cc(C(=O)Nc2ccccc2-c2ccccc2)cc1Cl	0%	-2	130	/	/
29	CCOC(=O)C(Cc1ccccc1)NC(=O)Cn1nnc(-c2ccc(SC)cc2)n1 (stereo not given)	-16%	15	71	4	97
30	COC(=O)C1CCC(C)(C(=O)Nc2ccccc2)C1(C)C (stereo not given)	-1%	6	102	9	92

item	MRP reversal with doxorubicin	NFkB transloc inh	NFkB transloc inh cell count 2 µM	PLAP inhibition
16	75	1	175	-32%
17	73	-6	150	-48%
18	95	-9	75	-52%
19	99	14	158	-32%
20	74	2	148	-63%
21	92	/	/	7%
22	/	9	121	4%
23	105	-7	114	-1%
24	89	-4	108	-55%
25	77	11	169	/
26	86	/	/	-20%
27	105	-2	127	19%
28	/	2	130	-18%
29	93	-15	71	-8%
30	83	-6	102	-12%

(more compounds)
item	structure	Bcl-B TR3 displacers	NFkB transloc pot	NFkB transloc pot cell count 2 µM	MRP reversal	MRP reversal cytotoxicity
31	CCCc1cc(=O)n2[nH]c(NCc3c(F)cccc3Cl)nc2n1	-9%	33	116	3	85
32	O=C(CC1(O)C(=O)N(Cc2ccccc2)c2ccccc21)c1ccc2c(c1)OCO2 (stereo not given)	-14%	8	96	0	76
33	CC(C)(C)N(Cc1ccccc1)C(=O)CSc1nc2ccccc2c(=O)[nH]1	0%	0	169	-10	65
34	Cc1cccc(Nc2ncc3c(n2)CC(c2ccco2)CC3=O)c1 (stereo not given)	0%	-10	133	-3	30
35	C=CCOc1ccc(CNc2nn[nH]n2)cc1	-8%	-2	191	6	92
36	CCn1nc(CCC(=O)O)c2ccccc2c1=O	/	15	123	6	101
37	CCc1ccccc1NC(=O)c1ccc(-n2c(C)ccc2C)cc1	-23%	5	170	/	/
38	Cc1sc(NC(=O)c2ccco2)c(C(c2cccnc2)N2CCN(c3ccc(F)cc3)CC2)c1C (stereo not given)	-3%	/	/	-33	46
39	CN(C)C(=O)N1CCC(C(=O)NCc2ccc3c(c2)OCO3)CC1	0%	17	181	14	91
40	CCN1CCCC1Cn1cnc2c([nH]c3cccc(Cl)c32)c1=O (stereo not given)	-1%	-30	177	17	76
41	COc1c2c(nc3ccccc13)OC(C(C)(O)COC(C)=O)C2 (stereo not given)	-1%	32	78	11	95
42	CCC(CC)NCc1ccc(OC)cc1OC	-1%	6	154	-3	79
43	Cc1ccc2c(c1)c1c(n2CC(O)Cn2c(C)nc3ccccc32)C(=O)CCC1 (stereo not given)	-2%	/	/	13	81
44	COc1cccc(/C(O)=C2\C(=O)C(=O)N(c3ccccn3)C2c2cccc(OC)c2OC)c1 (stereo not given)	-9%	-2	144	18	94
45	CCOCCn1c(N2CCN(c3ccc(OC)cc3)CC2)nc2c1c(=O)[nH]c(=O)n2C	-7%	-12	183	-7	97

item	MRP reversal with doxorubicin	NFkB transloc inh	NFkB transloc inh cell count 2 µM	PLAP inhibition
31	82	-33	116	-8%
32	77	-8	96	17%
33	75	0	169	-24%
34	33	10	133	26%
35	86	2	191	-12%
36	96	-15	123	/
37	/	-5	170	2%
38	79	/	/	-31%
39	77	-17	181	-8%
40	59	30*	177*	-19%
41	85	-32	78	-55%
42	82	-6	154	9%
43	68	/	/	-59%
44	76	2	144	-28%
45	104	12	183	-39%

Going on with the list.
item	structure	Bcl-B TR3 displacers	NFkB transloc pot	NFkB transloc pot cell count 2 µM	MRP reversal	MRP reversal cytotoxicity
46	Cc1cc(=O)[nH]c2c1c(C)nn2C1CCCCC1	7%	30	56	16	108
47	CC1=C(C(=O)N2CCN(C(=O)c3ccco3)CC2)C2(CCC(C)CC2)OC1=O (stereo not given)	/	-22	52	/	/
48	CCOC(=O)c1ccc(N=C2NC(=O)CS2)cc1	-12%	-3	148	8	98
49	CC1CCN(c2nc(-c3ccccc3)cc(C(F)(F)F)n2)CC1	-1%	39	110	-2	75
50	COCCNC(=O)CCSCc1ccccc1F	-6%	/	/	-4	90
51	CCOc1ccc(N2C(N)=NC(N)=NC2(C)C)cc1	-8%	14	110	9	94
52	CCCCN1CCc2c([nH]c3c(C)cccc23)C1=O	-2%	/	/	7	82
53	CNS(=O)(=O)c1cccc(C(=O)OCc2cc(Cl)cc3c2OCOC3)c1	13%	-10	182	16	95
54	CCC(C)NC(=O)Cn1c(=O)n(-c2ccccc2)c(=O)c2ccc(C(=O)NCc3ccco3)cc21 (stereo not given)	-3%	/	/	10	94
55	CCOc1ccccc1N(CC(=O)Nc1ccccc1C(=O)O)S(C)(=O)=O	-7%	-7	146	-1	103
56	Cc1ccc2c(Cl)c(C(=O)NCC3CCCO3)sc2c1 (stereo not given)	0%	3	143	/	/
57	O=C(COC(=O)c1cccnc1)Nc1cccc(Cl)c1	-6%	18	187	0	97
58	CCC(C)NC(=O)CS(=O)(=O)Cc1nc(-c2cccc(OC)c2)oc1C (stereo not given)	-1%	-14	63	-4	94
59	Clc1ccc(Nc2ncnc3c2cnn3-c2ccccc2)cc1	1%	/	/	-2	95
60	O=c1c2ccccc2nnn1CSc1nnc(-c2cccs2)n1Cc1ccccc1	-1%	/	/	-1	66

item	MRP reversal with doxorubicin	NFkB transloc inh	NFkB transloc inh cell count 2 µM	PLAP inhibition
46	92	-30	56	12%
47	/	22	52	/
48	90	3	148	-6%
49	78	-39	110	-12%
50	95	/	/	4%
51	85	-14	110	0%
52	74	/	/	5%
53	79	10	182	0%
54	84	/	/	11%
55	104	7	146	-30%
56	/	-3	143	-25%
57	98	-18	187	12%
58	97	14	63	-7%
59	98	/	/	16%
60	67	/	/	-26%

(more compounds)
item	structure	Bcl-B TR3 displacers	NFkB transloc pot	NFkB transloc pot cell count 2 µM	MRP reversal	MRP reversal cytotoxicity
61	O=C(CSCc1ccc(Cl)cc1)N1CCN(Cc2ccc3c(c2)OCO3)CC1	/	2	97	25	109
62	CCOC(=O)CCNC(C(=O)OCC)c1ccccc1 (stereo not given)	-2%	4	195	3	94
63	CCn1nnc(-c2ccccc2NC(=O)c2cccc(-n3cnnn3)c2)n1	-16%	-12	193	-19	75
64	CC(C)n1c(SC2C(=O)CC(C)(C)CC2=O)nc2c1c(=O)n(C)c(=O)n2C	2%	4	57	4	98
65	CCn1cc(C(=O)NCc2ccc3c(c2)OCO3)c(=O)c2cc(F)c(N3CCN(C)CC3)cc21	-7%	25	163	-15	21
66	CCOc1ccc(N2C(=O)C(c3ccccc3)=C(c3nc4ccccc4s3)C2NC(C)=O)cc1 (stereo not given)	-2%	-6	99	2	75
67	COc1cccc(-n2nnc3c(=O)n(Cc4ccc(C)cc4)cnc32)c1	-5%	1	137	11	86

item	MRP reversal with doxorubicin	NFkB transloc inh	NFkB transloc inh cell count 2 µM	PLAP inhibition
61	84	-2	97	/
62	91	-4	195	17%
63	94	12	193	9%
64	94	-4	57	19%
65	36	-25	163	-60%
66	73	6	99	-9%
67	75	-1	137	2%

A draw from above in order of heavy-atom count, high to low:
item	structure	Bcl-B TR3 displacers	NFkB transloc pot	NFkB transloc pot cell count 2 µM	MRP reversal	MRP reversal cytotoxicity
66	CCOc1ccc(N2C(=O)C(c3ccccc3)=C(c3nc4ccccc4s3)C2NC(C)=O)cc1 (stereo not given)	-2%	-6	99	2	75
61	O=C(CSCc1ccc(Cl)cc1)N1CCN(Cc2ccc3c(c2)OCO3)CC1	/	2	97	25	109
63	CCn1nnc(-c2ccccc2NC(=O)c2cccc(-n3cnnn3)c2)n1	-16%	-12	193	-19	75
67	COc1cccc(-n2nnc3c(=O)n(Cc4ccc(C)cc4)cnc32)c1	-5%	1	137	11	86
62	CCOC(=O)CCNC(C(=O)OCC)c1ccccc1 (stereo not given)	-2%	4	195	3	94

item	MRP reversal with doxorubicin	NFkB transloc inh	NFkB transloc inh cell count 2 µM	PLAP inhibition
66	73	6	99	-9%
61	84	-2	97	/
63	94	12	193	9%
67	75	-1	137	2%
62	91	-4	195	17%

High-throughput results as filed in PubChem.
